# Bioassay records deposited in PubChem BioAssay by National Center for Advancing Translational Sciences (NCATS).
# LDHA block = qHTS assay for inhibitors of human lactate dehydrogenase. L-lactate dehydrogenase A chain (Homo sapiens), P00338. purified LDHA, NADH/diaphorase-resazurin fluorescence; hits give low values. activity change, % (values are at about 110 or 230 µM). 480,000 tested, 0.15% active. AID 1347041, 2019; in the data active = activity change below about -30%; inconclusive = mostly about -25% to -30%;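 also: plate controls were DMSO wells for no effect and wells without enzyme for full effect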
#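 Human LDH5 at 2 nM final in Tris HCl pH 7.4 with 0.06 mM NADH and 0.2 mM pyruvate, reacted 5 minutes at room temperature. Remaining NADH coupled via diaphorase/resazurin; resorufin fluorescence read at 0 and 20 minutes, normalized to enzyme-free and DMSO wells.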
# TrxR1 substrate = qHTS Assay for Substrates of Mammalian Selenoprotein Thioredoxin Reductase 1 (TrxR1): qHTS | Potency, µM (series often up to 114 µM), for the others: at the highest dose activity change, negative = substrate turnover | 390,000 tested, 0.01% active | purified TrxR1 substrate turnover, NADPH consumption readout | Thioredoxin reductase 1, cytoplasmic (Rattus norvegicus), O89049; also: potency is read from the fitted curve at half-maximal effect; % is scaled to controls: 0 for no effect and ±100 for the full control effect; nearly all actives have a fitted effect of over 50% in size
#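 Rat TrxR1, dispensed at 90 nM, was prereduced with 400 uM NADPH (final) for 5 min at ~22 deg C, then incubated with compound 15 min before 400 uM selenite. A first-read NADPH fluorescence drop versus no-compound background flagged substrates.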
# IDH1 R132H inh = qHTS for Inhibitors of mutant isocitrate dehydrogenase 1 (IDH1): qHTS. AID 602179, 2012. Isocitrate dehydrogenase [NADP] cytoplasmic (Homo sapiens), O75874. Potency, µM (top dose mostly 76.6 µM), inactives show at the top dose activity change, negative = inhibition, most hits filed as inhibitors. IDH1-R132H enzyme, NADPH consumption, diaphorase/resazurin fluorescence. 390,000 tested, 0.093% active; also: potency is read from the fitted curve at half-maximal effect; % is scaled to controls: 0 for no effect and ±100 for the full control effect; nearly all actives have a fitted effect of over 65% in size
#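 IDH1-R132H (0.5 ug/mL dispensed) in pH 7.5 Tris buffer was preincubated 30 min with compound, then given a substrate mix of 0.016 mM NADPH and 2 mM alpha-KG for 80 min at room temperature; remaining NADPH was read by diaphorase/resazurin fluorescence.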
# USP1-UAF1 inh = Inhibitors of USP1/UAF1: Primary Screen. Ubiquitin carboxyl-terminal hydrolase 1 (Homo sapiens), O94782. recombinant USP1/UAF1, Ub-Rhodamine cleavage fluorescence. Potency, µM (doses to about 57.1 µM), inactives show at the highest dose activity change, negative = inhibition, usual class: inhibitors. 390,000 tested, 0.23% active. AID 743255, 2014; also: potency is read from the fitted curve at half-maximal effect; % is scaled to controls: 0 for no effect and ±100 for the full control effect; nearly all actives have a fitted effect of over 60% in size; inactives centre near -12
# Target sequence (O94782 whole entry, looked up): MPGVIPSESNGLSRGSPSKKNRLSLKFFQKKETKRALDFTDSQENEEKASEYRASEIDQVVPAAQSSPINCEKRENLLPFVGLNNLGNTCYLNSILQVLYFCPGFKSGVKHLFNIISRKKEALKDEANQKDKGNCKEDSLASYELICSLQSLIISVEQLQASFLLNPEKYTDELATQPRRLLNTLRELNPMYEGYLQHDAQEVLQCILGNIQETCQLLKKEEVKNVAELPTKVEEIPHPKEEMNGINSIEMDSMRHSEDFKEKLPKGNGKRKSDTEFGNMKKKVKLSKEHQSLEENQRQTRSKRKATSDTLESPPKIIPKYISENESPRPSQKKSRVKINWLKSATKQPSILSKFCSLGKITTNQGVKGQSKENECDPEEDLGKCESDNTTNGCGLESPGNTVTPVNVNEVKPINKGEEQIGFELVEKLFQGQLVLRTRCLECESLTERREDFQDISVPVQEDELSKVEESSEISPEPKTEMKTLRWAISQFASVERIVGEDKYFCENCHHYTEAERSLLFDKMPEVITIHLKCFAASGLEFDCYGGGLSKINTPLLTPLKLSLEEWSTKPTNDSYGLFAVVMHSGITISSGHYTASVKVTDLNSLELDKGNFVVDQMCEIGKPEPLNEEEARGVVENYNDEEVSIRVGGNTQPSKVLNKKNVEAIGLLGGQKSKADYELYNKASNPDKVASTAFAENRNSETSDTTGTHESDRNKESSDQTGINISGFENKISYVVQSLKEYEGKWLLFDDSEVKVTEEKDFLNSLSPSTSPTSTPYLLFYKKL
#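 1 nM enzyme complex + cpd, 15 min RT; start with Ub-Rho 150nM final; kinetic fluorescence ex 480/em 540, 6 reads q60 s. Buffer 50mM HEPES pH 7.8, 0.5mM EDTA, 0.1 mg/ml BSA, 1mM TCEP, 0.01% Tween-20.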
# Vif-A3G inh = qHTS for Inhibitors of Vif-A3G Interactions: qHTS | DNA dC->dU-editing enzyme APOBEC-3G (Homo sapiens), Q9HC16 | HeLa A3G-eYFP + Vif (tagged APOBEC3G with the HIV-1 protein that degrades it), YFP fluorescence, overnight | Potency, µM (titrated, usually from 46.1 µM), for inactives: top-dose activity, negative = active, hits mostly inhibitors | 410,000 tested, 0.076% active | AID 602310, 2012;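 also: potency is read from the fitted curve at half-maximal effect; % is scaled to controls: 0 for no effect and ±100 for the full control effect; nearly all actives have a fitted effect of over 60% in size; hits raise eYFP signal because A3G escapes Vif-driven loss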
#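 HeLa cells stably expressing Vif and C-terminally eYFP-tagged A3G, seeded overnight at 37 deg C, then exposed to compound by pintool overnight at 37 deg C. Rise in yellow fluorescence (Ex 488/Em 500-530, Acumen) marks blocked Vif-driven A3G degradation.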
# PI4K2A inh = qHTS for small molecular inhibitors of PI4K2A; purified PI4K2A, ADP-Glo luminescence, 1 h; hits give low values; activity change, negative = inhibition, % at 76.9 µM; 420,000 tested, 0.13% active; AID 1346378, 2018; in the data active = activity change below about -50%; inconclusive = mostly about -30% to -49%;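 also: -100% = wells without enzyme as full effect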
#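 Compounds are screened against recombinant PI4K2A using PI as substrate and ATP, the latter dispensed at 300 microM. Reactions run one hour at ambient temperature before ADP-Glo detection; full inhibition defined by wells lacking enzyme.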
# RXFP1 agonist = qHTS Assay for Agonists of the Relaxin Receptor RXFP1; Relaxin receptor 1 (Homo sapiens), Q9HBX9; HEK293T-RXFP1 cAMP TR-FRET, 30 min; response scale: percent of porcine relaxin response, buffer zero; Potency, µM (titrated, usually from 57.5 µM), inactives show at the top dose activation, usual class: activators; 370,000 tested, 0.3% active; AID 2676, 2010; also: potency is read from the fitted curve at half-maximal effect; % is scaled to controls: 0 for no effect and ±100 for the full control effect; nearly all actives have a fitted effect of over 60% in size; many of its hits are not listed in these tables
#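 cAMP rise read by TR-FRET after 30 min, 37C compound exposure (up to 58 uM) in RXFP1-transfected HEK293 cells with Ro 20174 present. EC50 from Hill-equation fits, with 29 nM porcine relaxin as 100% and buffer as basal.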
# Vif-A3F inh = qHTS for Inhibitors of Vif-A3F Interactions: qHTS. AID 602313, 2012. Potency, µM (doses to about 46.1 µM), inactives show top-dose activity, negative = active. 390,000 tested, 0.2% active. HeLa A3F-eYFP + Vif (tagged APOBEC3F with the HIV-1 protein that degrades it), YFP fluorescence increase; also: potency is read from the fitted curve at half-maximal effect; % of control where 0% means no effect; nearly all actives have a fitted effect of over 65% in size
#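 HeLa cells stably expressing A3F-eYFP plus Vif, plated and incubated overnight at 37 deg C, then exposed to compounds overnight at 37 deg C. Blocked degradation read as raised yellow fluorescence (Ex 488/Em 500-530).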
# Glioma ERSR ind = qHTS for Inducers of the Endoplasmic Reticulum Stress Response (ERSR) in Human Glioma: qHTS; U87-MG GRP78 promoter luciferase reporter, 16 h; Potency, µM, inactives show at the top dose activation, hits mostly activators; AID 602332, 2012; 420,000 tested, 0.02% active; also: potency is read from the fitted curve at half-maximal effect; series mostly up to about 76 µM; % of control where 0% means no effect; nearly all actives have a fitted effect of over 35% in size
#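 Stably transfected U87-MG glioma cells carrying a GRP78-based luciferase sensor; 16 h compound incubation. Luminescence end-point read 10 min after Bright-Glo addition at room temperature.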
# * hit, by the source's call; u = inconclusive; x = not tested or not shown; [ ] = another dose, or the depositor's remark. Unless noted, calls follow the shape of the dose curve; as a rule, active = well fitted curve in the direction sought with a large enough effect; inconclusive = small, poorly fitted or top-dose-only effect, or another doubt; inactive = no such curve, though single readings can be large; an effect the other way counts as inactive or inconclusive. A portion of the library; rates above refer to the full screens.
SMILES,LDHA block,TrxR1 substrate,IDH1 R132H inh,USP1-UAF1 inh,Vif-A3G inh,PI4K2A inh,RXFP1 agonist,Vif-A3F inh,Glioma ERSR ind
CC(C)c1cc(NCC2CCCO2)n2c(nc3ccccc32)c1C#N (configuration not stated),8,423%[activator],4%,-13%,2%,-4,7.8%,x,-7%
CCOCc1nc(C)c(Cl)c(NS(=O)(=O)c2ccc(N)cc2)n1,0,1%,0%,-21%,4%,2,-0.2%,6%,-5%
CCCOC(=O)CC1C(=O)NCCN1Cc1ccc(F)cc1 (configuration not stated),-6,3%,2%,3%,-1%,-2,0.6%,0%,-3%
O=C(N/N=C/c1ccc(Br)s1)c1cccnc1,-4,-12%,-2%,-5%,0%,3,1.1%,3%,-6%
CCC(C)Nc1nc(SC(C(C)=O)C(C)=O)nc(N(C)C)n1 (configuration not stated),4,-3%[57.1 µM],11%,-17%,-5%,13,-2.3%,1%,0%
CCCCOc1ccc(OCCNC(=O)C2CCCN2C(=O)Nc2ccccc2)cc1 (configuration not stated),5,6%,1%,-20%,-5%,-4,-0.3%,-14%,0%
OC[C@@H]1CN(Cc2cccs2)C[C@H](n2cnc3c(NC4CCC4)ncnc32)O1,-2,x,x,x,-5%,0,x,x,-2%
CC(CNC(=O)Cn1cnc2c(OCc3ccccc3)ncnc21)c1ccccc1 (configuration not stated),-3,-2%,27%,-11%,-3%,-2,x,3%,-2%
COc1ccc(S(=O)(=O)NCC2CCCN(Cc3ccc(OC)cc3F)C2)cc1 (configuration not stated),-6,3%,0%,-7%,0%,2,0.0%,-7%,-3%
O=C(NC(Cc1c[nH]c2ccccc12)C(=O)O)c1ccco1 (configuration not stated),6,7%,4%,-1%,-3%,0,-1.9%,1%,-5%
CCOC(Cn1cc(C)c(=O)[nH]c1=O)OCC,-6,6%[57.1 µM],4%,5%,0%,2,0.5%,3%,-1%
O=C(CCCOc1ccccc1)Nc1cc(S(=O)(=O)N2CCOCC2)ccc1N1CCOCC1,-3,9%,1%,-22%,-1%,2,2.1%,-23%,-5%
COc1ccc(CN2CCSCC2)c(C)c1C,-23,12%[57.1 µM],10%,-19%,-10%,-2,0.3%,-6%,-1%
CC(=O)c1ccc(OC2(C)CCN(Cc3csc4ccccc34)C2)cc1 (configuration not stated),-7,x,x,x,-3%,-3,x,x,-6%
CC(C)C(=O)c1cn(CC(=O)NCc2ccco2)c2ccccc12,-3,2%,2%,-5%,8%,-7,2.5%,4%,1%
CCOC(=O)C1CCCN(Cc2cn3c(-c4ccc(Br)cc4)nnc3s2)C1 (configuration not stated),2,-2%[57.1 µM],8%,u,u,5,u,-4%,-2%
CCc1ccc(S(=O)(=O)c2cnc(SCC(=O)Nc3ccc(OC)cc3OC)[nH]c2=O)cc1,-10,2%,2%,-29%,3%,-2,-0.5%,6%,-3%
CSc1ncccc1C(=O)OCC(=O)NCCC1=CCCCC1,-4,-6%,11%,-21%,0%,-5,4.8%,5%,-1%
CC1(C)Cc2c(cnn2-c2ccc(F)cc2)C(NC(=O)CCn2cncn2)C1 (configuration not stated),-3,4%,9%,-13%,-5%,0,0.4%,0%,4%
Cc1cccc(C(=O)NCC(=O)OCC(=O)c2ccc(Cl)s2)c1,-15,-2%,-3%,-17%,-6%,-2,21%,0%,u
Cc1cccc(N=Cc2[nH]c3ccc(Br)c(Cl)c3c2O)c1,21,-12%,3%,u,u,6,1.8%,u,3%
CC1CN(C(=S)Nc2ccc(Br)cc2Cl)CC(C)O1 (configuration not stated),-8,-8%,5%,1%,-3%,-1,0.2%,1%,-5%
CCCCNS(=O)(=O)c1ccc(S(=O)(=O)N2CCC3(CC2)OCCO3)cc1,-6,5%,3%,-5%,-1%,2,-0.7%,7%,-6%
Nc1nc(SCc2ccccc2Cl)nc2nc3c(cc12)CCCC3,-3,7%,-3%,-15%,u,18,-1.8%,u,-2%
CC1(C)NC(=O)N(CC(=O)OCc2cc(=O)n3cc(Br)ccc3n2)C1=O,0,-4%[57.1 µM],4%,-9%,3%,-3,u,6%,-4%
CC(c1ccccc1)C(CC(=O)O)C(=O)NC1CCCCC1 (configuration not stated),0,6%,2%,-14%,0%,15,1.5%,-8%,-4%
Cc1ccc(NC(=S)NC(=O)CC2CC(C)(C)OC2=O)cc1 (configuration not stated),-4,-3%,5%,-24%,0%,2,2.2%,u,4%
CCOc1ccc(NC(=O)CN(C)C(=O)c2nc3nc(C)cc(C)n3n2)cc1OCC,4,-4%,-8%,-2%,-4%,-2,-1.4%,-4%,-4%
Cc1ccc(CN2C(=O)CCC2C(=O)NC(C)C)cc1 (configuration not stated),-8,9%,-5%,1%,0%,-2,1.4%,x,5%
Cc1oc(C2CC2)cc1C(=O)O,2,6%,1%,-3%,1%,0,0.4%,-9%,-6%

# 3 compounds out of the list above, ordered by the value under TrxR1 substrate, low to high:
molecule	TrxR1 substrate
CC1CN(C(=S)Nc2ccc(Br)cc2Cl)CC(C)O1 (configuration not stated)	-8%
CC(c1ccccc1)C(CC(=O)O)C(=O)NC1CCCCC1 (configuration not stated)	6%
Nc1nc(SCc2ccccc2Cl)nc2nc3c(cc12)CCCC3	7%

# (further entries)
SMILES,LDHA block,TrxR1 substrate,IDH1 R132H inh,USP1-UAF1 inh,Vif-A3G inh,PI4K2A inh,RXFP1 agonist,Vif-A3F inh,Glioma ERSR ind
CN1C(=O)N(CC(=O)NCc2ccc(Cl)cc2Cl)C(=O)C12CCCCC2,-5,9%,5%,-6%,-5%,-9,-1.3%,-8%,-6%
COc1ccc(OC)c(NC(=O)CCCSc2ccccc2)c1,9,2%,9%,-7%,0%,-23,-0.2%,25%,4%
Cn1cccc1CC(=O)NNC(=S)Nc1ccccc1Cl,-8,2%,1%,-17%,-7%,-1,-0.2%,7%,3%
CCOC(=O)C1CCN(C(=O)CSc2nccc(C)n2)CC1,-16,3%,-13%,-6%,1%,9,5.3%,1%,-5%
CC(C)c1ccc(S(=O)(=O)N2CCN(C(=O)CCNC(=O)Nc3ccccc3)CC2)cc1,-4,-14%,-2%,-12%,-9%,2,0.8%,1%,-1%
CSc1ccc(CN2CCC(CO)(CCOc3ccccc3)CC2)cc1,1,5%,11%,-15%,2%,-4,-1.1%,-11%,3%
CCOC(=O)N1CCC(NC(=O)c2sc(-n3cccc3)nc2C)CC1,0,1%,3%,-13%,2%,4,0.7%,-3%,0%
COc1ccc2c(c1OC)C(=O)OC2Nc1ncc(Br)cc1Br (configuration not stated),0,0%,2%,-13%,0%,4,-0.1%,-9%,-3%
Cc1c(Cl)cnc(NC(=O)CSc2nnnn2C)c1Cl,-2,-1%,-8%,-18%,1%,-2,x,0%,0%
COc1ccc(C2C3(C#N)C(N)=NC(OC)(OC)C23C#N)cc1 (configuration not stated),-5,1%[57.1 µM],-5%,-9%,1%,-2,-0.9%,-15%,8%
COc1ccc(C(=O)C2CCCN(C(=O)/C=C/c3ccccn3)C2)c(C)c1 (configuration not stated),-9,-7%,9%,4%,2%,1,0.4%,2%,1%
COc1cc(OC)c(N2CC(C(=O)Nc3cc(Cl)ccc3N3CCOCC3)CC2=O)cc1Cl (configuration not stated),1,5%,8%,-16%,u,-1,3.1%,-7%,-5%
COc1ccc(Cc2nc3ccc(S(=O)(=O)N4CCOCC4)cc3[nH]2)cc1,10,2%,0%,-9%,2%,-5,4.2%,-2%,-3%
COc1ccccc1C(=O)Nc1ccnn1C1CCN(Cc2cnn(C)c2)CC1,-6,-4%,-4%,0%,0%,3,0.6%,-7%,-3%
COc1ccc(CN2CCN(C(=O)CCC(=O)Nc3nnc(C(F)(F)F)s3)CC2)cc1F,-1,-2%,8%,-21%,1%,5,1.0%,5%,-3%
COc1ccc(C(=O)n2cnc3ccccc32)cc1,-2,3%,-4%,-20%,-3%,-10,0.6%,5%,1%
Cc1cccc(C)c1OCC(=O)Nc1cccc(S(=O)(=O)N2CCCCCC2)c1,-2,x,-6%,-29%,-1%,-6,x,1%,4%
Cc1cc(OC(=O)c2ccccc2C)c([N+](=O)[O-])c(=O)[nH]1,-1,-5%,1%,-23%,1%,-2,-0.8%,-7%,1%
COCOc1cccc(CN2CCC2(C)C(=O)Nc2cc(OC)ccc2OC)c1 (configuration not stated),1,x,x,x,-1%,0,x,x,-5%
